mIAP act: increases mouse intestinal alkaline phosphatase activity. activation factor at 10 µM. muIAP, CDP-Star luminescence, 30 min; active compounds read high; 1 = vehicle-only enzyme signal, 0 = enzyme-free wells. hit rate 0.24% among 330,000;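 active = activation factor of at least 2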; note: the source names both 10 and 20 µM as test concentration; values of inactives mirror those of a sister screen read the other way
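System: Mouse IAP enzyme | Also added: CDP-Star substrate | Dosing: Compounds dispensed in DMSO | Schedule: 30 min enzyme-substrate-compound incubation at room temperature | Technique: Chemiluminescence readout | Control set: DMSO-only wells and no-enzyme negative control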
APOBEC3A inh: inhibitors of human APOBEC3A DNA deaminase. P31941. recombinant A3A, FAM/TAMRA ssDNA deamination fluorescence. inhibition, % at 20 µM. hit rate 0.41% among 330,000. AID 493011;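 active = at least 40% inhibition at 20 µM here, with at most 30% in a related deaminase screen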;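 note: plate controls were A3A with DMSO for no effect and wells lacking A3A enzyme for full effect; some results filed as inactive read as strong as hits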
Target sequence (P31941 whole entry, looked up): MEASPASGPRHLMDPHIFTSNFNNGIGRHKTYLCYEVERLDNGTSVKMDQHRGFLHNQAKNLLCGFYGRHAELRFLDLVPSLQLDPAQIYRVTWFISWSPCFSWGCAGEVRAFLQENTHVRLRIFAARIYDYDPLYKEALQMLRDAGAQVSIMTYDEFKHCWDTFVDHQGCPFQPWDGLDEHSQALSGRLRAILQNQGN
TIM10 inh: inhibits growth of TIM10 yeast strain; inhibition, % at 10 µM; hit rate 1.4% among 330,000; S. cerevisiae TIM10 strain growth, BacTiter-Glo luminescence, 24 h;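 active = inhibition of 40% or more at the single tested concentration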;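 note: wild-type TIM10 isogenic control strain grown at permissive 25 °C; 0% = DMSO yeast wells and 100% = minimal medium wells without yeast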
mIAP inh: blocks mouse intestinal alkaline phosphatase; purified mouse IAP, CDP-Star luminescence, 30 min; inhibition, % at 10 µM; hit rate 0.2% among 330,000;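 active = inhibition of at least 40% at 10 µM in the primary screen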;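 note: plate controls were DMSO with enzyme for no effect and no enzyme wells for full effect; values of inactives mirror those of a sister screen read the other way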
beta cell repl: inducers of beta-cell replication in MIN6 cells; MIN6 cells proliferation, ATPlite luminescence, 48 h; cells starved in 0.2% serum; 100% = growth in 10% serum; proliferation, % at 10 µM; hit rate 0.29% among 330,000; AID 2380;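 active = compounds whose signal lies at least 3.5 SD above the mean of all wells on their plate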;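 note: 0% = DMSO-treated cells in low-serum medium and 100% = 10% serum control; some compounds called inactive have numbers as strong as hits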
A3G deaminase: blocks human APOBEC3G single-stranded DNA deamination; Q9HC16; recombinant A3G, ssDNA deamination FAM/TAMRA fluorescence; inhibition, % at 20 µM; hit rate 0.28% among 330,000;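 active = inhibition of at least 40% at 20 µM, with no more than 30% in the related APOBEC3A deaminase screen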;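 note: plate controls were DMSO wells with A3G for no effect and wells lacking A3G enzyme for full effect; some compounds called inactive have numbers as strong as hits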
Target sequence (Q9HC16 whole entry, looked up): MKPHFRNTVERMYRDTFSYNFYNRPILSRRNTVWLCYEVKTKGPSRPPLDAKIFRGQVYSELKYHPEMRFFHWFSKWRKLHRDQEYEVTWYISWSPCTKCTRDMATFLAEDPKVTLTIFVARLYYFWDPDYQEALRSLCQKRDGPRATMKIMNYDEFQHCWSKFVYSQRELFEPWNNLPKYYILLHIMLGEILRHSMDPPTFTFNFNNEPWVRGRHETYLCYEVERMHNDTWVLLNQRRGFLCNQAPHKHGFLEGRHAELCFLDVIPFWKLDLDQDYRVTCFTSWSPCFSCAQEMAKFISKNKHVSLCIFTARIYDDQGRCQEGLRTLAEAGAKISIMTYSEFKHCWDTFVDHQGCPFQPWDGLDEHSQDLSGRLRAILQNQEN
hIAP inh: blocks human intestinal alkaline phosphatase; P09923; purified IAP, CDP-Star luminescence, 30 min; inhibition, % at 10 µM; hit rate 0.12% among 330,000; AID 2544;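 active = inhibition reaching a set limit with compound at 10 µM in the primary screen, cut at about 35% in these data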;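 note: plate controls were DMSO wells with enzyme for no effect and no-enzyme buffer wells for full effect; values of inactives mirror those of a sister screen read the other way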
tim10-1 inh: inhibits growth of tim10-1 mutant yeast; S. cerevisiae tim10-1 ts strain growth, BacTiter-Glo, 24 h; inhibition, % at 20 µM; hit rate 2.2% among 330,000; AID 463190;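 active = inhibition of at least 40%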;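 note: mutant grown at 25 °C; 0% = DMSO wells with yeast and 100% = wells holding no yeast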
NLRP3 yeast inh: inhibitors of NALP3 inflammasome in yeast; Yeast reconstituted NLRP3/ASC/caspase-1, beta-gal luminescence, 24 h; hit rate 0.39% among 330,000; inhibition, % at 10 µM;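 active = inhibition of 50% or more; inactive = inhibition below 50%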;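 note: plate controls were induced DMSO wells for no effect and uninduced yeast grown without galactose for full effect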
Starred values were filed as active, the others as inactive.

structure,mIAP act,APOBEC3A inh,TIM10 inh,mIAP inh,beta cell repl,A3G deaminase,hIAP inh,tim10-1 inh,NLRP3 yeast inh
CC(C)[C@H](NS(=O)(=O)c1ccccc1)C(=O)Nc1nccs1,0.96,-2,3,4,-1,-3,4,7,20
O=C(c1ccc(Cl)cc1)N1CCN(c2ccc(F)cc2)CC1,0.95,0,-6,4,-2,-2,1,21,-1
NS(=O)(=O)c1ccc(CCNc2ncnc3sccc23)cc1,1,2,-1,-1,-5,1,9,-2,5
CC1CCCC(C)N1c1nnc(NC(=O)Cn2c(=O)oc3ccccc32)s1 (stereo not drawn),0.9,0,8,10,2,-6,0,-9,8
CCc1nc(OCCN(CC)CC)c2oc3ccccc3c2n1,0.87,-1,-16,13,-2,-2,1,6,7
OC(CN1CCCCC1)Cn1c2ccccc2c2ccccc21 (stereo not drawn),1.1,-4,-3,-10,-3,-6,-7,17,0
Cc1ccc(NC(=O)C2CCCN2C(=O)NC2CCCCC2)cc1F (stereo not drawn),0.95,-2,-4,5,2,-11,-4,7,29
CC1(C)CC[C@]2(C(=O)O)[C@H](O)C[C@]3(C)C(=CCC4[C@@]5(C)C[C@H](O)[C@H](O)[C@@](C)(CO)C5CC[C@]43C)[C@@H]2C1 (stereo partly drawn),0.89,1,4,11,-1,12,-8,6,5
CC(C)C(=O)Nc1ccc(C(=O)CN2C(=O)NC3(CCOc4ccccc43)C2=O)cc1 (stereo not drawn),1,3,-6,0,-5,-3,-15,21,-12
COc1ccc(-c2csc(NC(CO)c3nc4ccccc4n3CCCO)n2)cc1 (stereo not drawn),0.93,-4,-4,7,-2,-10,7,-1,4
CC(C)CCN1CCN=C1N(C)C,1,-4,-5,-4,-1,-9,-5,-10,4
NNc1ccc2nnc(C(F)(F)C(F)(F)C(F)(F)F)n2n1,0.91,-4,24,9,-2,-6,4,21,-8
O=C(COC(=O)c1cc(Br)ccc1O)NNC(=O)c1ccc(Cl)cc1,0.94,9,-6,6,-5,-1,-15,-2,0
O=C(CNC(=O)c1cccs1)OCC(=O)c1cccs1,1,0,2,-3,1,-1,30,3,10
CCOC(=O)C1CCCN(C(=O)c2cc3cc(F)ccc3[nH]2)C1 (stereo not drawn),1,-2,8,-4,3,-13,-3,29,11
Cc1ccc(CN(C(=O)c2ccc(Cl)c([N+](=O)[O-])c2)C2CCS(=O)(=O)C2)o1 (stereo not drawn),0.99,-6,-11,1,-2,-6,-24,19,6
COc1cc(N)c(C(=O)c2nccc3cc(OC)c(OC)cc23)cc1OC,0.96,-8,10,4,-1,9,21,-14,8
Cc1ccc(C(=O)COC(=O)c2cc(Cl)nc3ccccc23)cc1C,1,-2,-22,-1,-2,-6,-2,19,17
O=C1Cn2c(nc3ccccc32)N1c1cccc(C(F)(F)F)c1,0.93,-1,-15,7,-1,-6,-2,9,-18
COc1cc(/C=C/C(=O)O)ccc1OS(=O)(=O)c1c(C)c(C)cc(C)c1C,0.82,-4,5,18,-3,-6,-12,-3,33
O=C(Cc1cccs1)NCCc1csc(-c2ccccc2)n1,1,6,7,-4,-4,0,-6,4,26
COc1ccc(CNC(=O)CCNS(=O)(=O)c2ccc3c(c2)oc(=O)n3C)cc1,1.1,1,0,-6,-1,11,22,2,13
O=[N+]([O-])c1ccc(Oc2cccc3cccnc23)c([N+](=O)[O-])c1,0.95,-1,10,4,-5,-7,-11,33,3
O=C(CN1C(=O)NC2(CCCCCCC2)C1=O)NCc1ccc2c(c1)OCO2,1.2,-9,13,-19,0,-7,-4,11,9
C/C=C/c1ccc(OCC(=O)O)c(OC)c1,1,-1,11,-2,2,-5,9,14,-16
COc1ccc(S(=O)(=O)NCCOc2ccc(Cl)cc2)cc1,0.97,0,-2,3,-2,-9,-4,24,9
CCCc1cc(=O)[nH]c(SCC(=O)N(Cc2ccccc2)C(C)C)n1,1.1,2,1,-5,-1,3,12,17,2
COc1ccc(C(=O)Cn2c(NCCCO)nc3ccccc32)cc1OC,1.1,0,-2,-6,1,4,0,-1,11
Cc1cc(C)cc(SCc2noc(C(=O)NCCC(C)C)c2C(=O)NCCC(C)C)c1,0.89,4,-15,11,-8,-4,-9,-7,22
CCOC(=O)c1c(O)c2ccccc2n(CC)c1=O,0.97,2,-8,3,-2,2,-16,-7,16
COc1ccc(CNc2nc3nc(C)c(Cl)c(C)n3n2)cc1,1.1,-1,19,-7,-4,-4,-22,17,22
Cc1ccc(NC(=S)NC(NC(=O)c2ccccc2C)C(Cl)(Cl)Cl)c(C)c1 (stereo not drawn),3.1*,-6,2,-212,-6,-9,-16,16,9
Cc1cccc(NC(=O)CN2C(=O)NC3(CCCCCCC3)C2=O)c1C,1.1,-3,0,-6,1,-7,2,6,6
C=C(C)c1cccc(C(C)(C)NC(=O)Nc2ccccc2OCC)c1,1.1,0,-8,-13,-2,-5,-6,-4,0
COc1cccc(Oc2ccc(C(F)(F)F)cc2N)c1,0.96,-2,0,4,0,-3,-4,30,-52
O=C(CN1CCCCCC1)Nc1c(Cl)cc(Cl)cc1Cl,1.1,-5,2,-5,3,-8,-1,7,15
COc1ccc(NC(=O)C(=O)NNC(=O)COc2ccc(Cl)cc2)c(OC)c1,0.79,1,-18,22,-2,-1,-46,-29,31
COc1ccccc1/C=C\C=N\n1c(-c2ccc(Cl)cc2Cl)n[nH]c1=S,0.89,-3,19,11,0,-12,-25,29,15
CC1(c2ccc(OC(F)F)cc2)NC(=O)N(CC(=O)Nc2cccc(F)c2)C1=O (stereo not drawn),1.1,-5,5,-5,-5,-9,18,-19,-1
COc1cc(OC)cc(-c2nnc(SCc3cccnc3)o2)c1,0.98,1,-12,2,-2,-3,5,10,8
CCN(CC)C(=O)C(=O)Nc1cc(C(F)(F)F)ccc1Cl,0.96,-3,8,4,-2,-8,-6,-1,15
CCOc1nc2ccccc2cc1/C=C/C(=O)O,0.99,2,10,1,-3,-6,-2,2,4
CC(=O)Nc1ccc(SCCCC(=O)c2ccccc2)cc1,1,-1,14,-2,-2,-1,7,19,14
Cc1ccc(S(=O)(=O)CCC(=O)N2CCN(c3ccc([N+](=O)[O-])cc3)CC2)cc1,0.94,0,-8,6,-3,-1,-13,24,25
COc1ccc(CNC(=O)CCS(=O)(=O)Cc2ccc(C)cc2)c(OC)c1,1.1,6,11,-13,2,-2,-4,6,-6
Cc1cc(C)nc(NCC(O)COc2ccccc2C)n1 (stereo not drawn),1.1,2,10,-9,-1,0,-5,25,17
Cc1nccc(-c2cccc(NC(=O)c3ccccc3Cl)c2)n1,0.98,-3,17,2,-2,-4,18,8,6
Cc1ccc(NC(=O)COC(=O)c2cccnc2)cc1,1.1,-3,-25,-10,-2,-3,-12,3,22
Cc1onc(-c2ccccc2)c1C(=O)NCCc1ccncc1,0.99,-3,-1,1,-3,-10,7,-7,8
COc1ccccc1CNC(=O)CSc1nc2c(oc3ccccc32)c(=O)n1CC1CCCO1 (stereo not drawn),0.99,-3,-8,0,5,-4,-8,-15,21

Single entries from the entries so far.
CCCc1cc(=O)[nH]c(SCC(=O)N(Cc2ccccc2)C(C)C)n1 in A3G deaminase: 3
CCN(CC)C(=O)C(=O)Nc1cc(C(F)(F)F)ccc1Cl in mIAP act: 0.96

Later entries.
structure,mIAP act,APOBEC3A inh,TIM10 inh,mIAP inh,beta cell repl,A3G deaminase,hIAP inh,tim10-1 inh,NLRP3 yeast inh
Cn1c(CNC(=O)c2ccccc2F)cc2ccccc21,1,-1,-12,-1,-1,-2,10,-19,28
CC(=O)OCCOCn1cnn2c(=O)c(Br)c(C)nc12,0.99,3,-9,1,-2,-4,1,15,-10
COc1ccc(C2C(C(=O)N3CCC(C)CC3)c3ccccc3C(=O)N2C)cc1 (stereo not drawn),1.1,-1,16,-6,1,-1,-1,23,1
COc1cccc(/C=N/NC(=O)CN2CC(c3ccccc3)CC2=O)c1OC (stereo not drawn),0.98,-1,-4,2,-2,-4,10,13,21
CCn1c(C)nc2cc(C(=O)NNC(=O)CCC3CCCCC3)ccc21,1,5,-5,0,0,-11,-36,1,1
Nc1ccccc1SCC(O)Cn1ccc2ccccc21 (stereo not drawn),0.95,-5,14,5,-3,-9,22,-54,28
COc1ccc(-c2c(C(C)=O)c(C)n(C)c2C)cc1,1,3,5,-4,-3,5,-8,18,14
COc1ccc(Cc2noc(CN3CCCC(C(=O)c4cccs4)C3)n2)cc1OC (stereo not drawn),0.91,0,12,9,-2,-1,-15,20,7
COC(=O)c1ccc2c(c1)NC1=C(C(=O)CC(C)(C)C1)C(c1ccncc1)N2 (stereo not drawn),1,-1,-11,-1,-2,-5,7,-9,11
CCOc1cc(N2CCOCC2)c(OCC)cc1NC(=O)Cn1cnc2c(=O)n(C)c(=O)n(C)c21,1,-1,2,-2,-1,-3,2,9,-10
CC1SCC(=O)N(CC(=O)NCCc2ccccc2)C1=O (stereo not drawn),0.92,23,-14,8,-3,-2,3,13,-16
Cc1ccc(-c2csc(NC(=O)C3CC(=O)N(Cc4ccco4)C3)n2)cc1 (stereo not drawn),1.1,3,-2,-12,-2,-8,9,16,5
O=C(Nc1ccc2nc(C3CC3)n(Cc3ccc(F)cc3)c(=O)c2c1)c1ccco1,0.97,-2,11,3,3,-3,8,12,7

From PubChem

Random draw from the library; about 4.6% have a hit in one of these screens.
